Screening results from PubChem.
HEK293 NFkB inh: inhibitors of the PMA/ionomycin-induced NF-kB reporter in HEK293 cells. AID 465. 62,000 tested, 0.21% active. inhibition, % at 3 µM. HEK-293 NF-kB luciferase reporter, luminescence;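 active = inhibition above the mean of all tested compounds plus 3 SD, cut at about 40% in these data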;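 note: 0% = stimulated DMSO wells and 100% = 10 µM reference inhibitor 5653914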
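Reagent: PMA plus ionomycin mix as NF-kB-activating stimulus. Assay system: NF-kB luciferase reporter HEK-293 cells. Technique: luminescence from luciferase substrate reagent. Incubation: 1 h compound pre-incubation, 16 h PMA/ionomycin at 37 °C. Benchmarks: DMSO only as uninhibited control, 10 µM reference inhibitor as full inhibition. Repeats: tested once.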
Jurkat viability: cytotoxicity toward Jurkat cells. Jurkat E6.1 viability, ATP luminescence, 48 h. inhibition, % at 4 µM. 56,000 tested, 1.2% active. AID 463;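 active = inhibition above the mean inhibition of all tested compounds plus 3 SD, cut at about 28% in these data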
MMP-13 inhibitor: MMP13 (human) collagenase inhibition; P45452; MMP-13 fTHP FRET cleavage, Mca fluorescence; inhibition, % at 4 µM; 65,000 tested, 0.07% active;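 active = inhibition above the mean of compound-free control plate wells plus 3 SD, cut at about 14% in these data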;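 note: 0% = DMSO wells and 100% = wells with reference MMP-13 inhibitor after basal subtraction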
JNK3 inh: JNK3 (human) kinase inhibition. AID 746. inhibition, % at 8 µM. P53779. purified JNK3 kinase activity, HTS. 60,000 tested, 0.61% active; in the data active = inhibition above about 17%;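 note: 0% = DMSO and 100% = reference inhibitor; many of its hits are not listed in these tables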
Target sequence (P53779 whole entry, looked up): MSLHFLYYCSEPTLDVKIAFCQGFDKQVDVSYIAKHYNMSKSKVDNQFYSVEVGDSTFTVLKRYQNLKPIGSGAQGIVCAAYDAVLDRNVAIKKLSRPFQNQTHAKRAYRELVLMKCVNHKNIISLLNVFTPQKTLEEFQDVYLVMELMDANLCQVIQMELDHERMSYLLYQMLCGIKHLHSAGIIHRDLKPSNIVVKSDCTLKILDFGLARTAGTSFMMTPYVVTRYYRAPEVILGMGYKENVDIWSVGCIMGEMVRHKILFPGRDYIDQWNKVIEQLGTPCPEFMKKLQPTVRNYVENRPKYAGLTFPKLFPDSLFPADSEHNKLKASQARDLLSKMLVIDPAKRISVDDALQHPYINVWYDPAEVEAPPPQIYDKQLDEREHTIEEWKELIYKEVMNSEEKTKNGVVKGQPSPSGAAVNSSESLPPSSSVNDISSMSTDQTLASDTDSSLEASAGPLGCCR
TNAP act DEA: human TNAP activation, intermediate phosphate acceptor. activation factor at 20 µM. purified TNAP, CDP-star luminescence, 100 mM DEA, 30 min; hits give high values; scale: 0 levamisole-inhibited, 1 vehicle-only enzyme. 64,000 tested, under 10 active. P05186;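 active = activation factor of at least 2 at 20 µM, relative to controls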
MKP-1 inh: inhibitors of human MKP-1 phosphatase | 65,000 tested, 0.15% active | P28562 | AID 374 | recombinant MKP-1, OMFP hydrolysis fluorescence | inhibition, %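 (compounds tested at a single concentration somewhere between 10 and 100 µM)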;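 active = inhibition above about 50%, limit read from the data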;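 note: 0% = DMSO max control wells and 100% = wells with enzyme stopped by NaOH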
Target sequence (P28562 whole entry, looked up): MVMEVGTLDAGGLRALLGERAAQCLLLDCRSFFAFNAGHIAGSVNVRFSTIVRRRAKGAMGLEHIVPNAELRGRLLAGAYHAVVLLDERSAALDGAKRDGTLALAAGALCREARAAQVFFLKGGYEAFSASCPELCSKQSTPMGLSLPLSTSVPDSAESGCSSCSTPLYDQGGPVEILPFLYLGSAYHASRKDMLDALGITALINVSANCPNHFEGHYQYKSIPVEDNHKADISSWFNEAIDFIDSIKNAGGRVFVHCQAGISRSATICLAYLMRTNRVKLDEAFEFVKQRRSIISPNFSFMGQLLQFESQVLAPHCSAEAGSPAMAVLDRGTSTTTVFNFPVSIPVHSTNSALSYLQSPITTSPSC
Cdc25B inh: human M-phase inducer phosphatase 2 inhibition. inhibition, %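 (compounds tested at 10 µM final in the well)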. 65,000 tested, 0.1% active. P30305. recombinant Cdc25B, OMFP fluorescence Ex485/Em525. AID 368; in the data active = inhibition above about 50%
PKA kinase inh: inhibitors of human protein kinase A. AID 524. inhibition, % at 6 µM. 65,000 tested, 0.1% active. PKA Kemptide phosphorylation, Kinase-Glo ATP luminescence;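 active = inhibition above the screen-wide mean inhibition plus 3 SD, cut at about 21% in these data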; note: many of its hits are not listed in these tables
ROCK2 blocker: inhibitors of human Rho kinase 2; inhibition, % at 6 µM; O75116; purified ROCK2, Kinase-Glo ATP depletion luminescence; 60,000 tested, 0.35% active; AID 604;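 active = inhibition above the screen-wide mean inhibition plus 3 SD, cut at about 18% in these data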;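 note: plate controls were DMSO wells for no effect and Y-27632 control wells after no-enzyme background subtraction for full effect; many of its hits are not listed in these tables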
Active calls of the source: *.

Results for Cc1ccc(S(=O)(=O)N2CCCC2CO)cc1 (configuration not stated) ?
HEK293 NFkB inh: 15; Jurkat viability: -3; MMP-13 inhibitor: 0; JNK3 inh: -3; TNAP act DEA: 1; MKP-1 inh: 10; Cdc25B inh: 0; PKA kinase inh: 6; ROCK2 blocker: 1

Results for Cn1nnnc1SCC(=O)Nc1ccc(N2CCOCC2)cc1 ?
HEK293 NFkB inh: 12; MMP-13 inhibitor: 5; TNAP act DEA: 0.9; MKP-1 inh: 0; Cdc25B inh: -10; PKA kinase inh: 1

How did CCCCCCn1c(N2CCN(c3ccccc3)CC2)nc2c1c(=O)n(C)c(=O)n2C do in these assays?
HEK293 NFkB inh: 12; Jurkat viability: 11; MMP-13 inhibitor: 0; JNK3 inh: -1; TNAP act DEA: 0.9; MKP-1 inh: 40; Cdc25B inh: 1; PKA kinase inh: -4; ROCK2 blocker: 2

How did O=C(Cn1ncc2c(=O)oc3ccccc3c21)N1CCC(N2CCCCC2)CC1 do in these assays?
HEK293 NFkB inh: 15; Jurkat viability: 9; MMP-13 inhibitor: -8; JNK3 inh: 5; TNAP act DEA: 0.9; MKP-1 inh: -1; Cdc25B inh: -3; PKA kinase inh: -5; ROCK2 blocker: -3

Results for CCc1ccc2nc(NC3=NCN(CCN4CCOCC4)CN3)nc(C)c2c1 ?
HEK293 NFkB inh: 2; Jurkat viability: 10; MMP-13 inhibitor: -8; JNK3 inh: 4; TNAP act DEA: 1; MKP-1 inh: 19; Cdc25B inh: 9; PKA kinase inh: -3; ROCK2 blocker: 10

What do the screens show for `CCOC(=O)c1ccc(NC(=O)Cn2nnc3ccccc32)cc1`?
MMP-13 inhibitor: -2; JNK3 inh: -4; TNAP act DEA: 1; MKP-1 inh: -2; Cdc25B inh: -17; PKA kinase inh: 0; ROCK2 blocker: -12

What do the screens show for `COc1ccc(-c2[nH]ncc2Oc2ccccc2OC)c(O)c1`?
HEK293 NFkB inh: 28; Jurkat viability: 8; MMP-13 inhibitor: 4; JNK3 inh: 1; TNAP act DEA: 1.2; MKP-1 inh: -27; Cdc25B inh: 1; PKA kinase inh: 3; ROCK2 blocker: -1

How did CCCCCOc1ccc(C(=O)NC(C(=O)O)C(C)C)cc1 (configuration not stated) do in these assays?
HEK293 NFkB inh: 14; Jurkat viability: -3; MMP-13 inhibitor: 3; JNK3 inh: 4; TNAP act DEA: 0.9; MKP-1 inh: -21; Cdc25B inh: 2; PKA kinase inh: 11; ROCK2 blocker: 6

What do the screens show for `N#CCSc1nnc(-c2ccccc2O)n1CCc1ccccc1`?
HEK293 NFkB inh: 19; Jurkat viability: -3; MMP-13 inhibitor: -1; JNK3 inh: 3; TNAP act DEA: 0.9; MKP-1 inh: 35; Cdc25B inh: -9; PKA kinase inh: 8; ROCK2 blocker: 5

How did CC1(C)CC(=O)C2=C(C1)OC(c1cccs1)C(C#N)=C2N (configuration not stated) do in these assays?
HEK293 NFkB inh: 12; Jurkat viability: 2; MMP-13 inhibitor: -1; JNK3 inh: 3; TNAP act DEA: 1; MKP-1 inh: 12; Cdc25B inh: -6; PKA kinase inh: 4; ROCK2 blocker: 7

What do the screens show for `Cc1ccc2cc(CN(CC3CCCO3)C(=O)NC3CCCCC3)c(=O)[nH]c2c1C` (configuration not stated)?
HEK293 NFkB inh: 16; Jurkat viability: 4; MMP-13 inhibitor: -4; JNK3 inh: -6; TNAP act DEA: 0.8; MKP-1 inh: 13; Cdc25B inh: 4; PKA kinase inh: 8; ROCK2 blocker: 0

What do the screens show for `Clc1ccc(Cl)c2sc(N3CCCC3)nc12`?
HEK293 NFkB inh: -8; Jurkat viability: -2; MMP-13 inhibitor: 3; JNK3 inh: 0; TNAP act DEA: 0.9; MKP-1 inh: -2; Cdc25B inh: 24; PKA kinase inh: 2; ROCK2 blocker: 2

Next section (3 carried over from the part before).
How did CC1(C)CC(=O)C2=C(C1)OC(c1cccs1)C(C#N)=C2N (configuration not stated) do in these assays?
HEK293 NFkB inh: 12; Jurkat viability: 2; MMP-13 inhibitor: -1; JNK3 inh: 3; TNAP act DEA: 1; MKP-1 inh: 12; Cdc25B inh: -6; PKA kinase inh: 4; ROCK2 blocker: 7

What do the screens show for `Cc1ccc2cc(CN(CC3CCCO3)C(=O)NC3CCCCC3)c(=O)[nH]c2c1C` (configuration not stated)?
HEK293 NFkB inh: 16; Jurkat viability: 4; MMP-13 inhibitor: -4; JNK3 inh: -6; TNAP act DEA: 0.8; MKP-1 inh: 13; Cdc25B inh: 4; PKA kinase inh: 8; ROCK2 blocker: 0

What do the screens show for `Clc1ccc(Cl)c2sc(N3CCCC3)nc12`?
HEK293 NFkB inh: -8; Jurkat viability: -2; MMP-13 inhibitor: 3; JNK3 inh: 0; TNAP act DEA: 0.9; MKP-1 inh: -2; Cdc25B inh: 24; PKA kinase inh: 2; ROCK2 blocker: 2

What do the screens show for `COc1cccc(N2CCN(C(=O)c3cccnc3)CC2)c1`?
HEK293 NFkB inh: 10; Jurkat viability: -7; MMP-13 inhibitor: 2; JNK3 inh: 0; TNAP act DEA: 1; MKP-1 inh: -1; Cdc25B inh: -4; PKA kinase inh: 12; ROCK2 blocker: 9

Results for Cc1cc(C)c2c(=O)n(-c3ccccc3)[nH]c2n1 ?
HEK293 NFkB inh: -2; Jurkat viability: 2; MMP-13 inhibitor: 4; JNK3 inh: -10; TNAP act DEA: 0.9; MKP-1 inh: -17; Cdc25B inh: -11; PKA kinase inh: 9; ROCK2 blocker: 8

What do the screens show for `CC1CCc2cc(F)ccc2N1C(=O)CN1C(=O)c2ccccc2C1=O` (configuration not stated)?
HEK293 NFkB inh: 19; Jurkat viability: 6; MMP-13 inhibitor: 0; JNK3 inh: -1; TNAP act DEA: 1; MKP-1 inh: 14; Cdc25B inh: 10; PKA kinase inh: -5; ROCK2 blocker: -6

How did COC(=O)c1ccc2c(c1)NC(=O)C(N1CCCCC1)S2 (configuration not stated) do in these assays?
HEK293 NFkB inh: 7; MMP-13 inhibitor: -1; TNAP act DEA: 0.9; MKP-1 inh: 36; Cdc25B inh: 0; PKA kinase inh: 2

What do the screens show for `CC(C)(C)c1cc(CNC2CS(=O)(=O)C[C@@H]2O)cc(C(C)(C)C)c1O` (some centres not stated)?
HEK293 NFkB inh: 14; Jurkat viability: 2; MMP-13 inhibitor: -1; JNK3 inh: 3; TNAP act DEA: 0.9; MKP-1 inh: 6; Cdc25B inh: -27; PKA kinase inh: 4; ROCK2 blocker: 1

Results for CCCC(c1nnnn1C1CCCCC1)N1CCN(c2ncccn2)CC1 (configuration not stated) ?
HEK293 NFkB inh: 12; Jurkat viability: -4; MMP-13 inhibitor: 4; JNK3 inh: 0; TNAP act DEA: 0.9; MKP-1 inh: -6; Cdc25B inh: -12; PKA kinase inh: 9; ROCK2 blocker: 3

Results for Cc1ccc2c(c1)N(CC(=O)N1CCN(c3nc4ccccc4s3)CC1)C(=O)C(C)O2 (configuration not stated) ?
HEK293 NFkB inh: 28; Jurkat viability: 12; MMP-13 inhibitor: 4; JNK3 inh: -2; TNAP act DEA: 0.9; MKP-1 inh: 29; Cdc25B inh: -9; PKA kinase inh: 5; ROCK2 blocker: -1

How did CCCOC(=O)Nc1ccc(C(N)=O)cc1 do in these assays?
HEK293 NFkB inh: 8; Jurkat viability: 1; MMP-13 inhibitor: -6; JNK3 inh: 4; TNAP act DEA: 1; MKP-1 inh: -4; Cdc25B inh: 2; PKA kinase inh: -9; ROCK2 blocker: 4

What do the screens show for `CC(C)NC(=O)c1ccc2c(=O)n(C3CCCC3)c(=S)[nH]c2c1`?
HEK293 NFkB inh: 15; Jurkat viability: -4; MMP-13 inhibitor: 1; JNK3 inh: -3; TNAP act DEA: 0.9; MKP-1 inh: 27; Cdc25B inh: -5; PKA kinase inh: -2; ROCK2 blocker: -3

Results for CCc1nc2cc(Cl)c(Cl)cc2[nH]1 ?
HEK293 NFkB inh: 3; Jurkat viability: -2; MMP-13 inhibitor: 3; JNK3 inh: 14; TNAP act DEA: 1; MKP-1 inh: 6; Cdc25B inh: -5; PKA kinase inh: 1; ROCK2 blocker: 12

Results for CCOc1ccc(NC(=O)CN2CCN(CC(=O)Nc3ccc4c(c3)OCO4)CC2)cc1 ?
HEK293 NFkB inh: 14; Jurkat viability: -4; MMP-13 inhibitor: 3; JNK3 inh: -7; TNAP act DEA: 1; MKP-1 inh: 1; Cdc25B inh: -17; PKA kinase inh: 8; ROCK2 blocker: 6

How did O=C(C1CCCN(S(=O)(=O)c2ccccc2)C1)N1CCCc2ccccc21 (configuration not stated) do in these assays?
HEK293 NFkB inh: 8; MMP-13 inhibitor: 4; TNAP act DEA: 1; MKP-1 inh: 14; Cdc25B inh: 3; PKA kinase inh: 9

Results for O=C1c2[nH]nc(-c3ccccc3O)c2C(c2ccccc2)N1Cc1ccco1 (configuration not stated) ?
HEK293 NFkB inh: 18; Jurkat viability: 3; MMP-13 inhibitor: 1; JNK3 inh: -2; TNAP act DEA: 1; MKP-1 inh: 4; Cdc25B inh: 6; PKA kinase inh: 7; ROCK2 blocker: -3

Results for CC(C)(C)c1nnc2sc(SCC(=O)N3CCCc4ccccc43)nn2c1=O ?
HEK293 NFkB inh: 13; Jurkat viability: 9; MMP-13 inhibitor: 4; JNK3 inh: 9; TNAP act DEA: 0.9; MKP-1 inh: 30; Cdc25B inh: -1; PKA kinase inh: -2; ROCK2 blocker: 4

What do the screens show for `N#CC1=C(O)CCCn2c1nc1ccccc1c2=O`?
HEK293 NFkB inh: 10; MMP-13 inhibitor: 3; TNAP act DEA: 1; MKP-1 inh: 4; Cdc25B inh: -16; PKA kinase inh: 6

How did Clc1ccccc1OCCCCN1CCCC1 do in these assays?
HEK293 NFkB inh: 16; Jurkat viability: -8; MMP-13 inhibitor: -1; JNK3 inh: -3; TNAP act DEA: 0.9; MKP-1 inh: 1; Cdc25B inh: -15; PKA kinase inh: 8; ROCK2 blocker: 4

How did CCOc1ccc(C2CC(c3cccc(OC)c3)n3nc(N)nc3N2)cc1 (configuration not stated) do in these assays?
HEK293 NFkB inh: 4; Jurkat viability: 1; MMP-13 inhibitor: -2; JNK3 inh: 1; TNAP act DEA: 1; MKP-1 inh: 14; Cdc25B inh: -7; PKA kinase inh: 7; ROCK2 blocker: 5

Results for CCOC(=O)CSc1nc(N)c2c3c(sc2n1)CCCC3 ?
MMP-13 inhibitor: -6; JNK3 inh: -1; TNAP act DEA: 0.9; MKP-1 inh: -9; Cdc25B inh: -13; PKA kinase inh: 5; ROCK2 blocker: 12

What do the screens show for `CCCCn1c(N)c(Sc2ccc(C)cc2)c(=O)[nH]c1=O`?
HEK293 NFkB inh: 15; Jurkat viability: 0; MMP-13 inhibitor: -4; JNK3 inh: -3; TNAP act DEA: 0.9; MKP-1 inh: -4; Cdc25B inh: -21; PKA kinase inh: 17; ROCK2 blocker: -8

How did CC(C)NC(=O)CSCc1ccccc1Cl do in these assays?
HEK293 NFkB inh: 23; Jurkat viability: 11; MMP-13 inhibitor: 1; JNK3 inh: -2; TNAP act DEA: 0.9; MKP-1 inh: 6; Cdc25B inh: -2; PKA kinase inh: 5; ROCK2 blocker: 2

How did CCN(CCCNC(=O)c1[nH]c(C)c(C(C)=O)c1C)c1ccccc1 do in these assays?
HEK293 NFkB inh: 10; Jurkat viability: 10; MMP-13 inhibitor: -2; JNK3 inh: -1; TNAP act DEA: 0.9; MKP-1 inh: 3; Cdc25B inh: -9; PKA kinase inh: 14; ROCK2 blocker: 6

What do the screens show for `NC(Cc1ccc2nonc2c1)C(=O)O` (configuration not stated)?
HEK293 NFkB inh: -5; Jurkat viability: 3; MMP-13 inhibitor: 4; JNK3 inh: -14; TNAP act DEA: 0.9; MKP-1 inh: 13; Cdc25B inh: 0; PKA kinase inh: -2; ROCK2 blocker: -13

Outcome played no part in choosing rows, and some 1.9% of all compounds hit somewhere here.
